Assay outcomes from PubChem.
TRPML3 ag – human mucolipin-3 channel agonism; Q8TDD5; hit rate 0.29% among 220,000; activation, % at 3 µM; AID 1448; HEK293 TRPML3-YFP, Fluo-8 calcium fluorescence; 100% = the carbachol control signal;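 active = activation above its plate's cutoff, the mean activation of the plate's test wells plus 3 SD, cut at about 12% in these data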;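 also: 0% = DMSO only wells and 100% = carbachol wells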
Target sequence (Q8TDD5 whole entry, looked up): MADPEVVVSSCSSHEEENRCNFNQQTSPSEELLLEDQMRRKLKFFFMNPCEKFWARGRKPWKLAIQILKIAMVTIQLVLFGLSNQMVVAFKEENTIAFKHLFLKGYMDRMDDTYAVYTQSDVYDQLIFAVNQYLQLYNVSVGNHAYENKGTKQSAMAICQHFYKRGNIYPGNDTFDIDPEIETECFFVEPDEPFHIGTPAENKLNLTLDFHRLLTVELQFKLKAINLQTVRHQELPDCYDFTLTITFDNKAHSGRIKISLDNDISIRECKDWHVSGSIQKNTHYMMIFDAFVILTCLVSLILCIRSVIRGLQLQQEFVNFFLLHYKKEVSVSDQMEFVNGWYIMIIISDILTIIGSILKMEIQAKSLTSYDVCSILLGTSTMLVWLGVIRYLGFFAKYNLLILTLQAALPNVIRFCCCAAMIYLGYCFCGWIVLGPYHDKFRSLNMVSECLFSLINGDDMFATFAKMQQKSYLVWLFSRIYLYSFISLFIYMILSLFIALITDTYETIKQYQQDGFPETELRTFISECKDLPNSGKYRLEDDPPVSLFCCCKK
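system = HEK293 cells stably carrying human TRPML3-YFP | doses = one concentration, 3 µM nominal, 0.3% DMSO | timing = dye loading 1 h 37 °C then 30 min ambient, 125 s read | detection = Fluo-8 calcium dye fluorescence, ex 470-495, em 515-575 nm | benchmarks = high control carbachol 87 µM, low control DMSO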
Wee1 degr inh – human Wee1 degradation inhibition, primary screen. P30291. HeLa Luc-Wee1K328M stability, luciferase luminescence; 100% = proteasome inhibitor MG132 effect. reporter increase, % at 5 µM. hit rate 1.2% among 220,000;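 active = activation above the mean of all tested compounds plus 3 SD, set per screening run, cut at about 8.8% in these data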;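 also: cells exposed to compound for 20 h before luminescence read; 0% = DMSO alone and 100% = MG132 at 30 µM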
PPC-1+TRAIL kill – kills PPC-1 cancer cells in the presence of TRAIL | cell killing (% activity), % at 4 µM | hit rate 0.41% among 220,000 | PPC-1 cells + TRAIL, ATPLite viability luminescence | AID 1443;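 active = cell killing above 50% in the first pass at 4 µM, then a duplicate retest at 5 µM averaging 50% or more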;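 also: plate controls were cells with TRAIL plus DMSO for no effect and medium-only wells lacking cells for full effect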
TNF death inh – inhibitors of TNF-alpha induced necroptosis in Jurkat FADD-/- cells. Jurkat FADD-/- TNF necroptosis rescue, ATP luminescence, 24 h; 0 = TNF only, 100 = no-TNF cells. activation (protection from cell death), % at 10 µM. hit rate 0.068% among 220,000;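 active = activation, meaning protection from cell death, of at least 50% relative to plate controls; inactive = activation below 50%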;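 also: necroptosis triggered by 40 ng/mL TNF-alpha added together with compound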
Ba/F3 V617F tox – lowers viability of Ba/F3 cells expressing EpoR and JAK2V617F; ATP luminescence; inhibition, % at 5.6 µM; hit rate 1.1% among 220,000; AID 1446;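 active = inhibition above the campaign mean plus 3 SD over all tested compounds, cut at about 24% in these data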;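 also: cytokine-independent growth of Ba/F3 cells driven by EpoR plus mutant JAK2; 0% = DMSO-treated cells and 100% = JAK inhibitor I control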
CHOP inh – inhibitors of CHOP induction in ER stress response. CHO-K1 CHOP-promoter luciferase, tunicamycin-induced, 15-18 h. inhibition, % at 10 µM. hit rate 3.8% among 220,000. AID 2732;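 active = compounds that reduced the stress-induced luciferase reporter signal by more than about 70% of percent inhibition, limit read from the data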;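 also: 0% = tunicamycin plus vehicle and 100% = wells without tunicamycin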
RBBP9 inh – human RBBP9 hydrolase inhibition | O75884 | recombinant RBBP9, FP-Rh probe fluorescence polarization | inhibition, % at 7.94 µM | hit rate 0.2% among 220,000 | AID 1515;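 active = inhibition above the campaign mean of all tested compounds plus 3 SD, cut at about 14% in these data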;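 also: plate controls were DMSO wells with RBBP9 for no effect and wells lacking RBBP9 protein for full effect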
Target sequence (O75884 whole entry, looked up): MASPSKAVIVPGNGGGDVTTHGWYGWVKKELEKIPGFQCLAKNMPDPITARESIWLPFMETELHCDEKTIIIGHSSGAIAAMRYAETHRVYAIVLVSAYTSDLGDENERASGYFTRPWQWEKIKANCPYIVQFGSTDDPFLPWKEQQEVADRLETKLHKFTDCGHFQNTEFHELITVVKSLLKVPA
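Test system – recombinant human RBBP9 · Input – RBBP9 2.5 µM in dispensing solution, pre-mixing · Medium – Tris buffer pH 8.0, NaCl, Pluronic · Schedule – preincubation 30 min plus labeling 45 min at 25 °C · Measured by – fluorescence polarization · Measure – % inhibition · Controls – DMSO and no-protein wells · Replicates – one well per compound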
zfTRPN1 agonist – zebrafish TRPN1 (NompC) channel agonism | HEK293 zebrafish TRPN1-YFP, Fluo-8 calcium fluorescence; 100% = response to 87 µM carbachol | activation, % at 3 µM | hit rate 0.18% among 220,000 | AID 1424;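 active = activation above its plate's cutoff, the mean activation of test wells on that plate plus 3 SD, cut at about 19% in these data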;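 also: 0% = DMSO alone and 100% = 87 µM carbachol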
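Assay system: Zebrafish TRPN1-YFP in HEK293 cells | Incubation: Dye loading 1 h at 37 °C, then 30 min room temperature | Measured by: Kinetic Fluo-8 fluorescence, ex 470-495, em 515-575 nm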
BaF3 tox – counter-screen for JAK2V617F inhibitors: parental Ba/F3 viability inhibitors; CellTiter-Glo ATP luminescence; inhibition, % at 5.6 µM; hit rate 1.1% among 220,000; AID 1486;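 active = inhibition above a per-campaign cutoff, the mean inhibition of all tested compounds plus 3 SD, cut at about 27% in these data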;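 also: 0% = DMSO wells and 100% = JAK Inhibitor I control wells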
Starred values were filed as active, the others as inactive; . = no result given; [ ] = another dose, or the depositor's remark. Not a hit list; 6.8% or so of the library scored in one or more.

Start of the data: the first three records as a preview:
SMILES	TRPML3 ag	Wee1 degr inh	PPC-1+TRAIL kill	TNF death inh	Ba/F3 V617F tox	CHOP inh	RBBP9 inh	zfTRPN1 agonist	BaF3 tox
Cc1ccc(C(=O)NC(=S)Nc2ccc(NC(=O)c3cccc(Cl)c3)cc2)cc1	1.2	3	12	2.8	-3	45	5	1.1	6
Cc1nn(CCC(=O)NNC(=S)NCC(C)C)c(C)c1Br	-0.2	-1	2	-0.7	2	-20	-4	0.8	5
CCOc1ccccc1C(=O)Nc1cnn(Cc2ccc(F)cc2)c1	-0.4	1	7	5.6	2	20	-2	-0.9	7

Main list, repeating the preview:
SMILES	TRPML3 ag	Wee1 degr inh	PPC-1+TRAIL kill	TNF death inh	Ba/F3 V617F tox	CHOP inh	RBBP9 inh	zfTRPN1 agonist	BaF3 tox
Cc1ccc(C(=O)NC(=S)Nc2ccc(NC(=O)c3cccc(Cl)c3)cc2)cc1	1.2	3	12	2.8	-3	45	5	1.1	6
Cc1nn(CCC(=O)NNC(=S)NCC(C)C)c(C)c1Br	-0.2	-1	2	-0.7	2	-20	-4	0.8	5
CCOc1ccccc1C(=O)Nc1cnn(Cc2ccc(F)cc2)c1	-0.4	1	7	5.6	2	20	-2	-0.9	7
COc1ccc2nc(NC(=O)c3cccc(-c4cc5ccccc5oc4=O)c3)sc2c1	0.1	8	2	0.4	1	105*	-4	0.9	9
CSc1nc2n(n1)C(c1ccccn1)C1=C(CC(C)(C)CC1=O)N2 (configuration not stated)	0.9	-1	5	2.2	-2	-6	2	1.5	2
CN(C(=O)COC(=O)C1c2ccccc2Oc2ccccc21)C1CCS(=O)(=O)C1 (configuration not stated)	-0.1	-2	-13	-2.7	-4	0	-3	1.0	1
COc1cc(OC)nc(Oc2ccccc2C(=O)Oc2cccc(C)c2)n1	-1.1	-1	-4	-1.4	1	-6	-2	-2.0	2
Cc1cc(C)nc(SCc2nnc(SCC(=O)N3CCCc4ccccc43)n2C)n1	0.5	1	6	-3.8	3	12	-3	0.3	9
O=C(Cn1nnc2ccccc2c1=O)N[C@H](C(=O)O)c1ccccc1	1.1	1	-5	2.0	-3	-7	-6	-0.3	0
Cc1ccc(S(=O)(=O)N(Cc2n[nH]c(=S)n2-c2ccccc2)c2cccc(Cl)c2)cc1	-0.7	-2	-9	-1.0	1	6	-3	-1.2	1
O=C(C1CCN(S(=O)(=O)c2ccccc2)CC1)N1CCOCC1	-0.2	2	22	0.2	-2	-4	2	0.2	6
Cc1cc(C(=O)NNC(=S)Nc2ccccc2C)cs1	0.6	10*	9	-0.8	5	-27	-4	3.4	5
Cc1c(Cl)cccc1NC(=O)C1NC(=O)CC1c1ccccc1 (configuration not stated)	-0.4	1	8	40	2	17	-4	0.9	11
Cn1c(=O)c2c(nc(CN3CCOCC3)n2CC(O)CO)n(C)c1=O (configuration not stated)	0.6	2	41	-0.5	-2	-4	-8	1.6	2
Cc1cc(C(=O)COC(=O)CNC(=O)c2ccc(F)cc2)c(C)n1Cc1ccco1	1.0	0	19	0.3	0	20	0	1.1	5
Cc1ccc(C)c(S(=O)(=O)Nc2nc(C)c(C(=O)Nc3ccccc3)s2)c1	-0.3	14*	-3	0.3	2	-3	-10	-1.0	8
Cn1c(=O)c2ncn(CC(=O)N/N=C/C=C/c3ccccc3)c2n(C)c1=O	0.8	-1	11	1.6	-2	-6	-8	-0.2	2
CCCCc1cc(=O)oc2cc(OCC(=O)N3CCc4ccccc43)ccc12	0.7	0	41	0.8	-1	31	3	-0.2	3
COc1ccc(C2Cc3ccccc3C(=O)O2)cc1 (configuration not stated)	-0.4	2	13	1.3	2	-1	2	-0.8	7
CCC(C)(C)NC(=O)C(OC(=O)c1ccco1)c1ccccc1OC (configuration not stated)	-0.6	-1	26	-1.8	-2	10	-8	-0.8	-2
O=C(NCCc1cccc(Cl)c1)c1cc([N+](=O)[O-])ccc1Cl	0.2	1	-12	2.3	0	34	-10	-4.2	1
CCOCCn1c(C(C)C)nc2ccccc21	0.9	2	14	1.2	3	3	2	-0.2	4
Cc1nc2cc(NC(=O)c3ccc(N4C(=O)CCC4=O)cc3)ccc2s1	0.6	0	6	-0.1	4	6	-7	1.7	7
Cc1cc(NC(=O)CSCC(=O)N(c2ccc(F)cc2)C(C(=O)NC2CCCCC2)c2ccc(O)c(O)c2)no1 (configuration not stated)	-0.2	3	27	0.1	-4	13	-5	-3.1	0
CCOC(=O)/C(C#N)=C/c1ccc(OC)c(OC)c1	0.8	-1	8	0.4	3	16	-10	1.4	4
(listing goes on)
SMILES	TRPML3 ag	Wee1 degr inh	PPC-1+TRAIL kill	TNF death inh	Ba/F3 V617F tox	CHOP inh	RBBP9 inh	zfTRPN1 agonist	BaF3 tox
CN(C)CCN(C(=O)c1cc(Cl)sc1Cl)c1nc2ccc(F)cc2s1	0.2	-1	5	4.2	-1	-4	2	0.1	7
COc1ccc(/C=N/NC(=O)c2ccc(Br)cc2)cc1CN1CCOCC1	1.4	-2	-29	2.5	2	-15	2	0.8	-2
O=C(Cn1c(C(F)(F)F)nc2ccccc21)Nc1ccccc1N1CCOCC1	0.0	2	9	-1.0	-3	24	-8	-0.9	0
NC(=O)c1ccsc1NC(=O)CSc1nc2ccccc2c(=O)n1CCCO	1.4	4	-2	0.8	-2	9	-5	3.1	1
O=C1c2ccccc2C(=O)N1Cc1nc2ccccc2c(=O)n1CCN1CCOCC1	0.4	-3	.	-0.5	-4	.	1	1.6	4
CN1/C(=C\C(=O)CSc2nnc(NCc3ccccc3)s2)C(C)(C)c2ccccc21	-0.4	4	8	0.0	33*	44	-15	-0.2	23
COC(=O)Cn1c(=O)cnc2ccccc21	1.0	-1	20	0.7	-3	17	-8	0.6	1
CCOC(=O)CC(=O)NC1(Cc2ccc(O)cc2)CCCCC1	0.9	0	23	-0.1	-6	-5	8	0.6	-1
O=C(/C=C/c1ccco1)N/C(=C\c1ccccc1)C(=O)NCCc1nc2ccccc2[nH]1	0.4	4	18	0.8	1	44	-4	1.4	6
COc1cccc(OC)c1C(=O)Nc1ccc(Cc2ccncc2)cc1	0.5	1	18	1.9	2	16	-4	-0.1	11
CC(C)Cc1ccc(/C=C/C(=O)N2CCCCC2)cc1	0.0	3	8	0.9	-1	38	-8	-0.5	3
COc1ccc(-c2nc(CS(=O)(=O)CC(=O)NCCc3cc(OC)ccc3OC)c(C)o2)cc1	0.0	1	12	-1.8	-3	14	1	-0.9	0
CCCn1cnc2c(c1=O)c1nc3ccccc3nc1n2Cc1ccccc1OC	0.7	-3	-1	-0.3	-3	22	-7	-0.6	3
C=CCNC(=O)CSc1nnc(-c2ccccc2Br)n1-c1cccc(C(F)(F)F)c1	0.1	0	-1	0.4	1	5	-8	-0.5	6
Cc1ccc2nc(CSc3nnc(-c4ccco4)n3-c3ccccc3)cc(=O)n2c1	-0.2	1	.	-1.5	-4	.	0	0.1	5
CCN(CC)CCCN=Cc1c(-c2ccccc2)[nH]n(-c2nc3ccccc3s2)c1=O	-0.6	-1	3	-16	-1	-18	-5	-0.1	-6
O=S(=O)(/C=C/c1ccccc1)N1CCN(c2cccc(Cl)c2)CC1	0.3	-1	21	1.6	-4	39	0	-0.9	2
O=C(O)C1CCCCC1C(=O)N1CCCC1 (configuration not stated)	0.8	1	16	0.2	0	-8	-10	0.1	4
COc1ccc2sc(NC(=O)c3ccco3)nc2c1	-0.1	-1	53*[5 µM]	-5.3	13	23	-6	1.0	10
CCCCC(CC(C)O)c1n[nH]c(=S)n1-c1ccccc1 (configuration not stated)	0.5	2	6	0.3	2	-5	-8	-0.2	8
Cc1ccc(/C=c2\s/c(=C(/C#N)C(=O)N3CCCC3)n(Cc3ccco3)c2=O)s1	0.9	5	22	-0.1	-2	39	-8	0.8	-2
Cc1ccc(N=C(NOC(=O)c2ccccc2)c2nonc2N)c(C)c1	-0.5	2	7	-15	-3	53	-14	-2.0	2
O=C(CCOc1ccccc1)Nc1ccccc1[N+](=O)[O-]	-0.3	7	12	3.7	1	13	-5	-0.3	11
COc1ccc(NC(=O)Cc2ccc(C)cc2)c([N+](=O)[O-])c1	-0.1	-1	22	3.7	2	-5	5	-0.4	8
CCCC1=NN(c2ccc([N+](=O)[O-])cc2)C(=O)/C1=C\N(C)C	0.3	-1	16	-0.7	3	11	-8	0.0	9
The listing continues:
SMILES	TRPML3 ag	Wee1 degr inh	PPC-1+TRAIL kill	TNF death inh	Ba/F3 V617F tox	CHOP inh	RBBP9 inh	zfTRPN1 agonist	BaF3 tox
CC(=O)Nc1ccn(-c2ccccc2)n1	0.4	0	34	-2.0	1	-45	2	0.0	3
CCC(=O)NC(c1ccc(OC)c(OC)c1)c1cc(Cl)c2cccnc2c1O (configuration not stated)	0.5	-3	46	-8.8	81*	32	1	1.8	39*
C[n+]1cn(/N=C/c2ccccc2)c2ccccc21	0.5	-1	20	0.2	-4	8	-7	0.2	-1
Cn1cc(C=O)c2cc(F)ccc21	-0.1	5	13	0.5	-6	4	0	1.1	1
COc1ccc(Cl)cc1N/C(N)=N/c1nc(C)cc(=O)[nH]1	1.3	-2	24	-1.3	-2	12	-9	2.2	6
COc1ccc(Cl)cc1NC(=O)NCc1ccco1	0.1	-3	13	1.1	0	6	1	-0.3	7
CCOC(=O)c1ccc(NC(=O)C2(c3ccccc3)CCOCC2)cc1	1.0	0	-20	0.2	-4	-8	7	1.3	1
O=C(CN1CCc2ccccc21)NC(=O)NCc1ccccc1	-1.0	3	8	0.8	-1	7	3	-0.9	6
CCCCNC(=O)CS(=O)Cc1nc(-c2ccc(C)cc2)oc1C (configuration not stated)	-0.5	-1	8	-2.2	1	25	-9	-0.9	6
Cc1ccc(C(=O)C(C)Oc2cccc(NC(=O)c3ccco3)c2)cc1 (configuration not stated)	0.1	6	12	0.1	-3	6	-1	-0.4	2
Cc1ccc2cccc(OCC(=O)N3CCc4ccccc43)c2n1	0.2	3	4	0.0	-4	19	8	0.1	5
COc1ccc(NC(=S)NCCc2ccc(F)cc2)c(OC)c1	-0.6	2	33	-5.6	5	8	-8	-0.8	12
CN1CCN(c2ccccc2/C=N/NC(=O)c2cccnc2)CC1	-0.1	0	5	1.0	1	-8	-9	3.1	1
COc1c(F)c(F)c(C(=O)O)c(Nc2ccc(C)cc2C)c1F	-0.5	-1	22	-0.5	5	7	-13	0.3	8
CCCCn1c(=O)n(CC(=O)NCc2ccc(C)cc2)c(=O)c2c1nc(CO)n2CCC	0.8	-1	3	-2.9	-3	20	3	1.4	3
CCCCn1c2ccccc2c2nnc(SCC(=O)NC3=NN=C(c4ccccc4)CS3)nc21	0.3	-3	15	2.1	0	17	-11	1.1	4
CC(=O)c1ccc(NC(=O)C(C)N(C)CC(=O)Nc2ccc(Cl)cc2)cc1 (configuration not stated)	2.1	-1	-12	5.4	-1	8	-8	1.0	2
